# Coupling enz – coupling enzyme interference in Giardia aldolase counter-screen; actives 0.67% (n = 290,000); activity change, negative = inhibition, % at 58.2 µM, hits read low; coupling enzyme system counterscreen, AmpLite Red fluorescence; in the data active means activity change below about -30%; further: on the % scale 0 is the no-effect control and ±100 the full control effect
#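 Final compound at 57.5 uM, incubated 10 min at RT with coupling enzyme reagent (glyceraldehyde-3-phosphate), then 20 min with substrate and AmpLite Red detection. Fluorescence read at 525/598 nm; tests interference with the coupling assay, not aldolase inhibition.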
# Menin MLL FP TR – displaces Texas Red mutant MLL peptide from human menin; Potency, µM (top dose mostly 61.6 µM), without a hit: at the highest dose FP activity change, negative = inhibition, most hits filed as inhibitors; O00255; actives 0.23% (n = 270,000); Menin + Texas Red MLL mutant peptide, fluorescence polarization; AID 1768; active means well fitted inhibition curve with a large enough effect in the polarisation, with a control signal flat, not every such curve was filed as active; inconclusive means small, poorly fitted or top-dose-only effect, or effect the other way, or a change in a side signal; inactive means no such curve, though single readings can be large or run the other way; the % refers to the polarisation; further: potency means the concentration at half of the fitted maximal effect; % of control where 0% means no effect; many of its hits are not listed in these tables
# Target sequence (O00255 whole entry, looked up): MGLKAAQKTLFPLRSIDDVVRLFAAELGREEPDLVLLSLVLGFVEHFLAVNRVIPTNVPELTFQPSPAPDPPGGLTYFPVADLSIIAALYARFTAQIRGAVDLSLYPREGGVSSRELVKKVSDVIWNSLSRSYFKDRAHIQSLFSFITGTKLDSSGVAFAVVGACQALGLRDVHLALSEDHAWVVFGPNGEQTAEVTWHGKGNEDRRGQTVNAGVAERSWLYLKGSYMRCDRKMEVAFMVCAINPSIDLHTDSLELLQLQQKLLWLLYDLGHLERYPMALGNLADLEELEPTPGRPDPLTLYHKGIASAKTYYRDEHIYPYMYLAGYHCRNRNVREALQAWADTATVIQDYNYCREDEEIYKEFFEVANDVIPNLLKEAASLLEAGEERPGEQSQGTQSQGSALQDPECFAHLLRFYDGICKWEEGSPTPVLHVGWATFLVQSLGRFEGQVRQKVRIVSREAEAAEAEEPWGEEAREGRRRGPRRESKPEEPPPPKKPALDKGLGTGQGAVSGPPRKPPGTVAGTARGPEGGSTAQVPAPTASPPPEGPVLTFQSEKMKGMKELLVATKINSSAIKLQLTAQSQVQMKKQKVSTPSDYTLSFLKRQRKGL
# MLL CXXC-DNA inh – blocks binding of human MLL CXXC domain to DNA. Q03164. MLL-CXXC / FITC-HOXA9 DNA fluorescence polarization. Potency, µM (top dose mostly 115 µM), inactives show top-dose activity change, negative = inhibition, actives largely listed as inhibitors. actives 0.037% (n = 290,000); active means well fitted inhibition curve with a large enough effect in the polarisation, with a control signal flat, not every such curve was filed as active; inconclusive means small, poorly fitted or top-dose-only effect, or effect the other way, or a change in a side signal; inactive means no such curve, though single readings can be large or run the other way; the % refers to the polarisation; further: potency means the concentration at half of the fitted maximal effect
#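 Steps: dispense CXXC domain solution (7 uM) → pin compounds or unlabeled HOX-A9 DNA control → 5 min ambient → add FLSN-HOX-A9 solution (50 nM) → spin → 30 min ambient → fluorescence polarization. Tris pH 7.5/NaCl/DTT/BSA buffer.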
# B2AR arrestin – recruits beta-arrestin to the human beta2-adrenergic receptor; P07550; beta-arrestin recruitment to beta2AR, cell-based reporter; Potency, µM (titrated, usually from 46.1 µM), for the others: at the top dose activation, actives largely listed as activators; actives 0.02% (n = 330,000); AID 492947;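 further: potency means the concentration at half of the fitted maximal effect; 0% = DMSO controls and full agonism = EC100 isoproterenol or metaproterenol; nearly all actives have a fitted effect of over 65% in size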
# KCNH2 3.1 block – KCNH2 3.1 (human) potassium channel inhibition | U2OS KCNH2 3.1, thallium flux FluxOr; stronger effect = lower value | activity change, % (tested at about 1.8 µM) | actives 0.95% (n = 340,000);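 active means maximum activity change below -70%; inconclusive means maximum activity change from -70% to -50%; inactive means maximum activity change above -50%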;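 further: thallium influx rate constant from kinetic fluorescence after stimulation buffer; on the % scale 0 is the no-effect control and ±100 the full control effect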
#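 Steps: virus added to U2OS suspension (4 h, RT, dark); medium with 10% FBS added, cells plated, 37 C overnight; FluxOr/Red40 loading buffer 45 min RT; stimulation buffer, 2 min kinetic read; rate constant normalized.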
# TRPV1 agonist – human TRPV1 agonism; Q8NER1; TRPV1-expressing cells, Fluo-8 calcium influx, agonist mode; activation, % at 8.33 µM; actives 0.19% (n = 320,000); AID 540275; in the data active means activation above about 80%; inconclusive means between about 30% and that limit; further: 0% is about no effect
#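 Fluo-8 calcium influx in TRPV1-expressing cells, kinetic read (ex 480/em 520 nm). Compound added and read 3 min for agonist activity, followed by capsaicin at EC20 final and 2 min further read for enhancement.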
# GALK inhibitor – blocks human galactokinase activity; P51570; Purified GALK, Kinase-Glo residual ATP luminescence; Potency, µM (highest dose often 57.5 µM), inactives show top-dose activity change, negative = inhibition, actives largely listed as inhibitors; actives 0.007% (n = 270,000); AID 1868; further: potency means the concentration at half of the fitted maximal effect; on the % scale 0 is the no-effect control and ±100 the full control effect
# Target sequence (P51570 whole entry, looked up): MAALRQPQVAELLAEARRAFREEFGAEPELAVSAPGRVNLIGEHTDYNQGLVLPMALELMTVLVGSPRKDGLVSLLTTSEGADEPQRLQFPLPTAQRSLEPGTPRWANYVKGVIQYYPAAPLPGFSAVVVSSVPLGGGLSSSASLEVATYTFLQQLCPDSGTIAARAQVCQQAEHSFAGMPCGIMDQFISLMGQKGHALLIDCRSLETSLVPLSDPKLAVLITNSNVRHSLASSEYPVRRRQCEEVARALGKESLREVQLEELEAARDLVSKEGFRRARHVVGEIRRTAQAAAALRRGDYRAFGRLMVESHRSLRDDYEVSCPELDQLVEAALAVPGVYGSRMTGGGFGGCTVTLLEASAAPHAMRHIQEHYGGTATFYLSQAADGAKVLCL
#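 Quantitative HTS: GALK 5 nM, ATP 35 uM, galactose 100 uM, 1 h room temperature, then luciferase-based ATP detection.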
# Giardia kill – kills Giardia lamblia; actives 0.15% (n = 340,000); activity change, % at 7.66 µM, hits read low; Giardia lamblia trophozoite viability; AID 540267; in the data active means activity change below about -80%; inconclusive means between about -30% and that limit;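 further: parasites exposed to compound for two days anaerobically before the ATP read; on the % scale 0 is the no-effect control and ±100 the full control effect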
#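 Viability, read as ATP luminescence: trophozoites at 100 cells/well, compound added, 48 hrs anaerobic at 37 deg C, then 15-30 min room-temperature development before reading.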
# USP2a block – USP2a (human) protease inhibition. O75604. USP2 core, Ub-CHOP2 coupled fluorogenic reporter, 485/531. Potency, µM (top dose mostly 38.3 µM), for inactives: at the top dose activity change, negative = inhibition, actives largely listed as inhibitors. actives 0.01% (n = 330,000);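 further: potency means the concentration at half of the fitted maximal effect; plate controls were DMSO wells for no effect and full inhibition by NEM control for full effect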
#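 USP2 core (10nM final) preincubated 30min RT with compound in 20mM Tris-HCl pH 8.0, 2mM CaCl2, 2mM beta-mercaptoethanol, 0.05% CHAPS; 25nM Ub-CHOP2 plus 25nM reporter substrate added, fluorescence (Ex485/Em531) read after 60min.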
# PKM2 act – activators of human pyruvate kinase M2 | P14618 | purified PKM2, Kinase-Glo ATP luminescence, activation; response scale: 0% is enzyme alone, no compound | Potency, µM (doses to about 57.5 µM), without a hit: at the top dose activation, most hits filed as activators | actives 0.34% (n = 260,000) | AID 1631; further: potency means the concentration at half of the fitted maximal effect; on the % scale 0 is the no-effect control and ±100 the full control effect; nearly all actives have a fitted effect of over 55% in size
#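 Purified hPK-M2 (>95%) run at intermediate activity with 0.1 mM ADP and 0.5 mM PEP in 50 mM imidazole pH 7.2, KCl, MgCl2; 1 h room temperature. ATP formed read by Kinase-Glo luminescence; normalized to uninhibited and no-enzyme controls.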
# KCNH2 WT inh – blocks the wildtype human KCNH2 potassium channel; U2OS, BacMam KCNH2, thallium flux FluxOr; stronger effect = lower value; activity change, % at 1.84 µM; actives 0.37% (n = 340,000);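 active means maximum activity change below -70%; inconclusive means maximum activity change between -70% and -50%; inactive means maximum activity change above -50%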; further: on the % scale 0 is the no-effect control and ±100 the full control effect
#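 U2OS cells transduced with wild-type KCNH2 virus are loaded with FluxOr dye for 45 min, and thallium flux is measured in kinetic reads before and after stimulation buffer. Rate constants are normalized to DMSO controls.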
# * hit, by the source's call; ? = inconclusive; · = not tested or not shown; [ ] = dose if it differs, or a comment. Unless noted, the call rests on the fitted dose curve; in most records, active means well fitted curve in the direction sought with a large enough effect; inconclusive means small, poorly fitted or top-dose-only effect, or another doubt; inactive means no such curve, though single readings can be large; an effect the other way counts as inactive or inconclusive. Not all compounds are listed; the hit share may differ from the screen's.
cpd	compound	Coupling enz	Menin MLL FP TR	MLL CXXC-DNA inh	B2AR arrestin	KCNH2 3.1 block	TRPV1 agonist	GALK inhibitor	Giardia kill	USP2a block	PKM2 act	KCNH2 WT inh
1	Cc1nc(-c2ccccn2)sc1C(=O)Nc1ccc(F)cc1F	-1	-2%	13%	0.4%	-22	?	-3%	8	-1%	-8%	7
2	Cc1cccc(-n2c(=S)[nH]c3sc4c(c3c2=O)CCc2ccccc2-4)c1	1	?	6%	0.2%	4	7	-1%	-7	-2%	8%	1
3	C[C@H]1CN([C@@H](C)CO)C(=O)c2cccc(NS(=O)(=O)c3ccc(F)cc3)c2O[C@H]1CN(C)Cc1ccc(Cl)c(Cl)c1	·	·	·	-0.1%	-30	·	·	-28	-21%	·	5
4	COc1cccc(/C=C2\SC(=S)N(CCCC(=O)NC3=NCCS3)C2=O)c1	2	16%	19%	0.3%	-10	2	4%	8	-1%	2%	7
5	CC(=O)Nc1ccc(NC(=O)CSc2nc3c([nH]c4ccccc43)c(=O)n2-c2ccccc2F)cc1	·	·	6%	3.7%	·	-3	-2%	-15	2%	-1%	17
6	COc1ccc(NS(=O)(=O)c2ccc(C(=O)N3CCN(Cc4ccccc4)CC3)cc2)cc1	0	2%	14%	0.0%	5	-2	-3%	-15	-2%	?	-9
7	Cc1ccc(C(=O)N2CCCC(Nc3cccc(F)c3)C2)cc1N1CCNC1=O (stereo unspecified)	·	·	-1%	-0.4%	5	3	1%	8	1%	-4%	6
8	O=C(NNC(=O)c1ccccc1F)c1cccs1	-7	·	3%	-0.3%	-4	0	5%	12	3%	·	-2
9	COc1ccc(C(=O)N2CCC(O)(c3ccc(Cl)cc3)CC2)cc1OC	-5	·	-9%	-0.8%	-3	5	·	-7	0%	-8%	4
10	CCOC(=O)C1=CN(Cc2cccc(F)c2)S(=O)(=O)N(C)C1CCc1ccccc1 (stereo unspecified)	·	·	·	-0.3%	-29	·	·	-8	-5%	·	10
11	Cc1cccc(N2CCN(C(=O)CCCSc3nc4ccccc4[nH]3)CC2)c1C	3	-2%	5%	-0.8%	-1	-2	-4%	-5	1%	14%	6
12	O=C(N/C(=C/c1ccco1)C(=O)N1CCCCCC1)c1ccccc1	0	-9%	-2%	-1.1%	20	11	0%	-7	-3%	0%	-1
13	O=c1oc(-c2cccnc2)nc2ccccc12	4	-17%	-6%	-3.8%	-3	1	-1%	10	-2%	2%	6
14	CC(=O)C(C(C)=O)C1(O)C(=O)c2ccccc2C1=O	-30*	-5%	0%	0.3%	-1	-2	1%	4	-2%	24%	39
15	COCCN(C(=O)CSc1nnc(-c2ccc(Cl)cc2)o1)c1c(N)n(CC(C)C)c(=O)[nH]c1=O	0	10%	?	0.3%	-7	2	-3%	15	-2%	0%	1
16	CCC/C=N/NC(=O)c1cc(-c2ccccc2)nc2ccccc12	0	18%	2%	0.3%	-10	2	-4%	-3	-1%	16%	18
17	COc1cc(C(=O)N/N=C/c2ccc(OC(=O)c3cccc(C)c3)c(OC)c2)ccc1O	·	·	24%	0.0%	-17	2	-7%	9	3%	23%	12
18	CCCCCCCCn1cnc2c(N)c(C)c(C)cc21	-1	·	-2%	-0.2%	0	·	-2%	12	-7%	-9%	-3
19	C=CCn1c(SCC(=O)NC(=O)NC)nnc1C1CCCCC1	1	-3%	5%	0.3%	-8	-3	-1%	-5	-2%	-3%	0
20	O=C(Nc1cccc(O)c1)C1CC(c2cccc(Br)c2)=NO1 (stereo unspecified)	5	18%	2%	0.5%	-1	?	-8%	23	3%	-1%[11.5 µM]	-1
21	O=C(COC(=O)c1cccs1)Nc1ccccc1[N+](=O)[O-]	-3	1%	-1%	0.0%	-2	10	13%	9	-2%	-10%	2
22	CCCOC(=O)CSc1nc(N2CCOCC2)c2c(c1C#N)CC(C)(C)OC2	5	?	1%	-0.3%	-4	?	10%	-26	1%	·	2
23	CCn1cc(/C=N\NC(=O)C2(C)CC2(Cl)Cl)c(C)n1 (stereo unspecified)	-2	-8%	7%	-3.3%	17	-6	0%	-16	3%	-11%	33
24	CCc1cc(C(=O)NNC(=O)CCl)sc1C	-1	-10%	6%	3.7%	4	3	0%	11	-1%	-4%	·
25	Cc1ccc(CNC(=O)CCS(=O)(=O)c2cc(Br)cc3c2N(C(=O)C2CC2)CC3)o1	-8	-16%	-4%	0.5%	2	3	2%	12	1%	7.9µM*	-29
26	Cc1nc(-c2ccccc2)cs1	2	0%	17%	0.5%	4	0	2%	-9	0%	2%	-2
27	CN1CCN(C(CNC(=O)C(=O)NC2CCCCC2)c2ccc(F)cc2)CC1 (stereo unspecified)	·	·	·	0.4%	-5	0	·	20	1%	·	-3
28	O=C(CSCc1ccccc1)N1CCc2ccccc21	0	-8%	16%	0.1%	-1	18	-1%	-8	6%	-8%	35
29	Nc1nc(Nc2cccc(F)c2)nc(NCc2ccco2)c1[N+](=O)[O-]	-1	·	2%	-0.3%	-3	-3	·	-18	2%	-2%	2
30	CCOc1ccccc1-n1c(SCC(=O)NC(C)(C)C)nnc1-c1ccoc1C	-7	-20%	-8%	0.2%	2	-2	-2%	21	1%	-15%	13
31	Cc1cc2cc(CN3C(=O)c4ccccc4C3=O)ccc2n1C	1	-16%	-3%	-0.3%	-13	1	·	-22	0%	0%	0
32	CC1CC(C)CN(C(=O)COC(=O)COc2ccc(C#N)cc2)C1 (stereo unspecified)	·	·	·	1.8%	10	·	·	-3	1%	·	28
33	COCCN(CC(=O)Nc1cccc(C)c1C)C(=O)c1cc2ccccc2cc1OC	·	·	·	-0.2%	-1	4	·	20	-2%	·	1
34	C=CCc1cc(OC)ccc1OCCON1C(=O)CCC1=O	3	2%	-9%	-0.2%	3	1	-1%	11	1%	-22%	4
35	Cc1cc(/C=C2/NC(=O)NC2=O)c(C)n1-c1sc2c(c1C#N)CCCC2	-9	·	11%	7.7%	10	25	-5%	4	1%	7%	0
36	O=C(NC1CCN(Cc2ccccc2)CC1)c1cccc(OC(F)F)c1	3	7%	?	-0.9%	-18	15	-2%	13	1%	·	50
37	O=c1c2[nH]c3ccc(F)cc3c2nc2n1CCS2	1	9%	-4%	-0.1%	32	-2	0%	-3	-2%	7%	-1
38	CCN(CCCNC(=O)C1CCN(S(=O)(=O)c2cnc[nH]2)CC1)c1cccc(C)c1	-2	3%	-16%	-0.7%	6	0	3%	-29	2%	-2%	2
39	CC1CC(C)CN(CC(=O)Nc2cc(S(=O)(=O)N3CCOCC3)ccc2N2CCCC2)C1 (stereo unspecified)	·	·	·	0.1%	2	22	·	6	2%	·	-8
40	O=C(CN(Cc1ccccc1)C(=O)c1csnn1)NCCc1ccccc1	0	-13%	4%	0.0%	-22	7	-1%	-20	2%	0%	7
41	CCCNS(=O)(=O)c1ccc(OCC(=O)NCCC2=CCCCC2)cc1	-4	?	13%	-0.3%	-10	1	1%	-13	3%	18%	-2
42	CC(C)(C)[C@H]1COC(=O)[C@@H](NC(=O)OCC2c3ccccc3-c3ccccc32)C/C=C\C[C@@H](CC(=O)N[C@@H](CO)Cc2ccccc2)C(=O)N1	·	·	·	-0.1%	-8	·	·	-7	0%	·	4
43	Cc1ccc(OCC(=O)N2CCN(C3=NS(=O)(=O)c4ccccc43)CC2)cc1	1	22%	2%	-0.1%	-9	0	-1%	-12	6%	1%	53
44	O=C(/C(=C(\O)c1ccccc1)c1nc2ccccc2[nH]1)c1ccccc1	0	·	-1%	-0.5%	-13	19	2%	-10	0%	1%	-12
45	Cc1cc(C)c(S(=O)(=O)c2ccccc2)c(OC(=O)c2c(F)cccc2F)n1	-25	12%	48%[activator]	-0.5%	14	4	1%	1	2%	9%	-3
46	Cc1cccc(CCNC(=O)c2cc(S(=O)(=O)N3CCOCC3)cn2C)c1	0	-9%	·	0.1%	0	5	·	5	2%	0%	6
47	Cc1nn(-c2ccccc2)nc1C(=O)Oc1cc(C(F)(F)F)nn1-c1ccccc1	3	·	20%	0.3%	?	-2	-1%	-5	2%	8%	?
48	COCCNS(=O)(=O)c1cc(C)c(C)cc1C	-1	0%	3%	-0.6%	-6	0	4%	15	2%	2%	-3
49	COc1ccc(NC(=O)CCCn2c(=O)oc3ccccc32)cc1Cl	-2	11%	26%	11%	8	2	0%	11	-1%	-1%	-5

# Source: PubChem (National Center for Advancing Translational Sciences (NCATS))
